Bioassay records: PubChem, Emory University Molecular Libraries Screening Center
14-3-3g Raf = 14-3-3 gamma protein interaction modulation; P61981; FP, 14-3-3gamma / TMR-pS259-Raf peptide binding; inhibition, % at 40 µM; actives 0.19% (n = 160,000); in the data active = inhibition above about 30%;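 note: 0% = protein plus tracer without compound and 100% = blank with tracer alone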
Target sequence (P61981 whole entry, looked up): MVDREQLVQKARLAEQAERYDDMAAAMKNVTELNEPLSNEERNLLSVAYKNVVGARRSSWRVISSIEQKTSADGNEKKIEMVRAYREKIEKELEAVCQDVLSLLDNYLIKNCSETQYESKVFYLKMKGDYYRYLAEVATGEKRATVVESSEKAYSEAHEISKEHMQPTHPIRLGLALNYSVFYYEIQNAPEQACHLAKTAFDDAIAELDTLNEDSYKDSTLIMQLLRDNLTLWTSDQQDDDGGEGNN
* = called active by the depositor; + = active, no number; & = joins results of further samples; ! = not confirmed by another sample.

smiles | 14-3-3g Raf
CC(CCc1ccco1)NC(=O)c1cc2c(-c3ccccc3F)nn(C)c2s1 (configuration not stated) | -1
O=C(Nc1ccc(Br)cc1)c1ccc2nsnc2c1 | 2
COC(=O)c1c(C)nn(-c2ccccc2)c1N | 0
COc1cccc(C(=O)Nc2cc(-c3nc4ncccc4o3)ccc2C)c1 | -4
COc1ccc(-c2[nH]nc3c2C(c2ccncc2)C(C#N)=C(N)O3)cc1 (configuration not stated) | -10
CC1=C(C(=O)OCC2CCCO2)C(c2ccc(C)o2)C2=C(CC(c3ccc(F)cc3)CC2=O)N1 (configuration not stated) | -2
Cc1nccn1S(=O)(=O)c1ccc(Br)cc1Br | -4
O=C(CSc1nc2c(c(=O)n1-c1ccc(Br)cc1)SCC2)Nc1ccccc1 | -2
Nc1nnc(-c2cn(-c3ccccc3)nc2-c2ccccc2)o1 | -4
O=C(CC1Sc2ccc(C(F)(F)F)cc2NC1=O)Nc1ccc(C(F)(F)F)cc1 (configuration not stated) | -4

Of the compounds above, five contain sulfur:
smiles | 14-3-3g Raf
CC(CCc1ccco1)NC(=O)c1cc2c(-c3ccccc3F)nn(C)c2s1 (configuration not stated) | -1
O=C(Nc1ccc(Br)cc1)c1ccc2nsnc2c1 | 2
Cc1nccn1S(=O)(=O)c1ccc(Br)cc1Br | -4
O=C(CSc1nc2c(c(=O)n1-c1ccc(Br)cc1)SCC2)Nc1ccccc1 | -2
O=C(CC1Sc2ccc(C(F)(F)F)cc2NC1=O)Nc1ccc(C(F)(F)F)cc1 (configuration not stated) | -4

Following part
smiles | 14-3-3g Raf
Cc1ccc(-n2nc3c(c2NC(=O)c2cccc(F)c2)CS(=O)C3)cc1 (configuration not stated) | -11
CSc1nc(NC(C)(C)C)nc(N2CCOCC2)n1 | -4
CCC(=O)N1c2ccccc2NC2=C(C(=O)CCC2)C1c1cccnc1 (configuration not stated) | -5&-1
COC(=O)c1ccc(NC(=O)c2ccc(I)o2)cc1 | -2
CCCc1n(CC(O)COc2ccccc2)c2ccccc2[n+]1C (configuration not stated) | -2
c1c(C2CCCCC2)n[nH]c1CN1CCCCC1 | 3
O=C(Nc1c(F)cc(F)cc1Br)C1CCCO1 (configuration not stated) | -31
Cc1ccc(S(=O)(=O)C2(C(=O)Nc3ccc(C)c(F)c3)CC2)cc1 | -5
COC(=O)C1=C(C)N=C2SC(C)C(=O)N2C1c1cccs1 (configuration not stated) | -8
COc1cc2sc(C)nc2c2ccccc12 | -3
O=C(NCCc1c[nH]c2ccccc12)c1ccc(-n2cnnn2)cc1 | 3
O=C(c1cc2ncc(Br)cn2n1)N1CCN(C(=O)c2ccco2)CC1 | -2
O=C(CN1C(=O)COc2ccccc21)N1CCCc2ccccc21 | -5
CN(C)CCNC(=O)c1ccc2c(c1)NC(=O)C(N1CCCC1)S2 (configuration not stated) | -14
Cc1ccc(C)c(NC(=O)c2ccc(N(Cc3ccccc3)S(C)(=O)=O)cc2)c1 | -3
CCCCCOC(=O)CSc1nnc(-c2ccccc2)c(=O)[nH]1 | 1
COc1ccc(CCNC(=O)c2cc3c(=O)n4cccc(C)c4nc3n(Cc3ccncc3)c2=N)cc1 | -11
O=C(O)c1ccc(S(=O)(=O)c2ccc(Cl)c([N+](=O)[O-])c2)cc1 | 4
Cn1c(=O)c2c(nc(SCC(=O)c3ccc([N+](=O)[O-])cc3)n2C)n(C)c1=O | 12
Nc1nc(NC(=O)c2ccco2)nn1-c1ccccc1 | -2&1
CCOC(=O)Nc1ccc2c(c1)N(C(=O)CCN1CCOCC1)c1ccccc1S2=O (configuration not stated) | -6
Cc1ccc(-c2noc(-c3c(-c4ccccc4Cl)noc3C)n2)cc1 | -8
O=C(NCC1OCCc2ccccc21)c1ccc(NC(=O)c2ccccc2)cc1 (configuration not stated) | 2
CCOc1ccc(CCn2cnc3sc4c(c3c2=N)CCCC4)cc1OCC | 4
Cc1ccc(CSCC(=O)NCc2ccc(F)cc2)cc1 | 6
CC(C)(C)c1ccc(C(=O)NCCn2ccc3ccccc32)cc1 | 9
CN(C1CCCCC1)S(=O)(=O)c1ccc(NC(=O)c2ccc(Br)o2)cc1 | -5
CCOC(=O)c1sc(NC(=O)c2cc(-c3ccc4c(c3)OCO4)on2)c(C(=O)OCC)c1C | 1
CCN(CC)CC#CCC(O)(c1ccccc1)c1ccccc1 | -1
O=C(COC(=O)CCNS(=O)(=O)c1ccc2c(c1)OCCO2)NC1CCCc2ccccc21 (configuration not stated) | -4
COc1ccc(C2Oc3c(OC)cccc3C3CC(c4ccc(F)cc4)=NN32)cc1 (configuration not stated) | -75
Cc1c(C(C)C)c(N2CCN(C)CC2)n2c(nc3ccccc32)c1C#N | -4
COc1ccc(-c2nn(C)c(=O)c3ccccc23)cc1NC(=O)Cn1nc(C)c2ccccc2c1=O | -17&-36
CCOC(=O)c1ccc(Nc2cc(C)nc(N3CCOCC3)n2)cc1 | -8
O=C(COC(=O)c1ccccn1)Nc1cccc(Cl)c1Cl | -10
COc1ccc(NC(=O)C2CCN(S(=O)(=O)c3ccc(F)cc3)CC2)c(OC)c1 | 0
CCOC(=O)C1CCCN(C(=O)c2ccc(-n3c(=S)[nH]c4ccccc4c3=O)cc2)C1 (configuration not stated) | -1
Cc1ccc(C2NC(C(=O)O)CS2)cc1[N+](=O)[O-] (configuration not stated) | -1
CCOc1cc(S(=O)(=O)NCc2cccs2)ccc1Cl | 3
Cc1nc(-c2ccccc2)sc1C(=O)Nc1ccc2c3c(cccc13)CC2 | -4
O=C1CC(c2ccccc2C(F)(F)F)c2cc3c(cc2N1)OCO3 (configuration not stated) | 2
CC1=CC(C)(C)N2C(=O)C(=O)c3cc(OC(=O)c4ccc(Br)cc4)cc1c32 | -2
COc1ccc(CNC(=O)CCn2c(=O)[nH]c3cc(OC)c(OC)cc3c2=O)cc1 | 3
OC(CN1CCOCC1)Cn1cnc2c(SCc3ccccc3)ncnc21 (configuration not stated) | 2
CCC(=O)N1c2ccc(S(=O)(=O)CCC(=O)Nc3ccc(Cl)cn3)cc2CC1C (configuration not stated) | -9
c1ccc(CCn2nnnc2CN2CCCc3ccccc32)cc1 | 1
CCOc1ccc2[nH]c(=O)c(CN(Cc3nnnn3Cc3ccco3)C3CCCCC3)cc2c1 | -7
COc1ccccc1C=CC1N(Cc2ccccc2)CCN1Cc1ccccc1 | -1
CCOC(=O)COc1ccc(S(=O)(=O)N2CCN(C(=O)OCC)CC2)cc1 | -2
O=C(Nc1ccc(F)cc1)C(Cc1ccccc1)NS(=O)(=O)c1cccs1 (configuration not stated) | -9

Later entries:
smiles | 14-3-3g Raf
O=C(Nc1nnc(Cc2ccc(Cl)cc2)s1)c1ccccc1F | -8
Cc1cc(NC(=O)CSc2nc(-c3ccc(F)cc3)cs2)no1 | -3
O=C(CN1C(=O)c2ccccc2C1=O)NCC1CCCO1 (configuration not stated) | -12&10
CCOC(=O)N1CCN(c2nc(-c3ccc(Cl)cc3)cs2)CC1 | -8
Cc1ccc(/C(O)=C2\C(=O)C(=O)N(c3ccccn3)C2c2ccc(C)cc2)cc1 (configuration not stated) | -7
CCN1CCn2c3c(c4cc(Cl)ccc42)CCCC31 (configuration not stated) | -2&-2
COc1ccc(-n2nc(C(=O)NCC(=O)N3CCC(C)CC3)c3ccccc3c2=O)cc1OC | -2
Cc1ccccc1NC(=O)c1c(NC(=O)C(C)(C)C)sc2c1CCC(C)C2 (configuration not stated) | 0
Cn1c2c(c(=O)n(C)c1=O)C(c1ccc([N+](=O)[O-])o1)C1=C(N2)c2ccccc2C1=O (configuration not stated) | -4
CCC(=O)N1CCc2cc(Br)cc(S(=O)(=O)NCc3ccc(C)o3)c21 | -9
COc1ccc(S(=O)(=O)N2CCC(C(=O)O)CC2)cc1 | -1
CCN(CC)c1cc(C)c2cc(NC(=O)c3ccc(Cl)c([N+](=O)[O-])c3)ccc2n1 | 3
CC(C)(C)NC(=O)CSc1nncn1NCc1ccccc1 | -1
CCOC(=O)C1=C(C)NC2=C(C(=O)C(C(=O)OCC)C(c3ccccc3OC)C2)C1c1ccccc1C (configuration not stated) | 12
CCSc1nc2c(c(=O)[nH]1)C(c1ccc(C)cc1)C1=C(CCCC1=O)N2 (configuration not stated) | 10
COc1ccc(C(=O)Oc2c(S(=O)(=O)c3ccc([N+](=O)[O-])cc3)c(C)nn2-c2ccccc2)cc1OC | 10
CCCS(=O)(=O)N1CCN(C(=O)c2cccc(F)c2)CC1 | -2
CC(C)c1ccc(S(=O)(=O)N2CCN(CC(=O)Nc3ccc(N(C)C)cc3)CC2)cc1 | -4
Cn1c(C(=O)NCCc2ccc(Cl)cc2)cc2c(=O)[nH]c3ccccc3c21 | -1
COc1ccc(NC(=O)c2cc3c(=O)n4cccc(C)c4nc3s2)cc1 | 0
O=C(O)c1cccc(Cn2cccn2)c1 | -7
Cc1ccccc1CN1c2cccc3cccc(c23)S1(=O)=O | -3
CC(=O)N1CCc2cc(S(=O)(=O)Nc3ccccc3F)ccc21 | -6
Cn1c(NCc2ccco2)nc2c1c(=O)n(Cc1ccccc1F)c(=O)n2C | -13
CCOC(=O)c1c(NC(=O)c2ccccc2)sc(C(=O)NC2CCCC2)c1C | -5
COC(=O)c1cc2c(C)nn(-c3ccccc3)c2s1 | -2
CCOC(=O)COc1ccc2nsnc2c1Cl | -5
CC(=O)NC1=NN(C(C)=O)C(c2ccc(Br)cc2)S1 (configuration not stated) | -2
COc1ccc2cc(C#N)c(Cl)nc2c1 | -5
CC(=O)Nc1c2c(nn1-c1cccc(C)c1C)CS(=O)C2 (configuration not stated) | -10

Some of these compounds in order of their number in 14-3-3g Raf, rising:
smiles | 14-3-3g Raf
Cn1c(NCc2ccco2)nc2c1c(=O)n(Cc1ccccc1F)c(=O)n2C | -13
CC(=O)N1CCc2cc(S(=O)(=O)Nc3ccccc3F)ccc21 | -6
CCOC(=O)COc1ccc2nsnc2c1Cl | -5

Further entries.
smiles | 14-3-3g Raf
CCc1cc2c3c(c(=O)oc2cc1OCc1cc(C(=O)O)oc1C)CCCC3 | -5
CC(C)(C)n1nnc2c(=O)oc3ccccc3c21 | 3
CCSc1c(C(=O)Nc2cccc(Cl)c2)ccc2c1C(=O)c1ccccc1C2=O | -3
COC(=O)c1ccccc1NC(=O)CCNC(=O)Cn1cnc2ccccc2c1=O | -6
COC(=O)c1ccc(N2C(=O)c3ccc(NC(C)=O)cc3C2=O)cc1 | -11
O=C(c1cc(-c2ccccc2)nc2ccccc12)N1CCOCC1 | 7
O=C(Nc1ccccc1C(=O)NC1CCCC1)NC1CCCC1 | 0
CCOC(=O)c1cc(-c2ccc3c(c2)OCO3)nc2onc(C)c12 | -11
COc1ccc(OC)c(-n2c(=S)[nH]c3cc(C(=O)Nc4ccc(F)cc4)ccc3c2=O)c1 | -9
CSc1oc(-c2ccco2)nc1S(=O)(=O)c1ccccc1 | -10&-9
Cc1ccc2nc(SCC(=O)O)nc(C)c2c1 | -11
CC1(C)CC(=O)N(CC(=O)O)c2ccccc2S1(=O)=O | 0
Brc1ccc(-n2cc(-c3ccccc3)c3c(NCc4ccco4)ncnc32)cc1 | -5
O=C(CCNC(=O)c1ccc(Br)o1)NCc1ccccn1 | +!
COC(=O)CC1SC(=O)NC1=Nc1ccccc1 (configuration not stated) | 0&12
Cc1ccc(C)c(NCc2ccc3c(c2)OCO3)c1 | -2
O=C(CN1CCN(CC(=O)Nc2cccc(F)c2)CC1)Nc1ccc(Br)cc1 | -7
Cc1c(NC(=O)NCCN2C(=O)C3C4C=CC(C4)C3C2=O)c(=O)n(-c2ccccc2)n1C (configuration not stated) | -5
O=C(OCN1C(=O)c2ccccc2C1=O)c1ccco1 | 2
COC(=O)Nc1nn(Cc2ccccc2F)cc1Br | -1
CCc1sc(-c2cc3ccc(OC(C)=O)cc3oc2=O)nc1-c1ccc(Cl)cc1 | -24
O=c1oc2cc(OCc3ccc(F)cc3)ccc2c2c1CCCC2 | 2
CC(C)C(=O)N1CC(=O)Nc2ccc(F)cc2C1c1ccc(F)cc1 (configuration not stated) | -4
NC(=O)c1oc2ccccc2c1NC(=O)CN1CCCCC1 | 5
O=C(c1ccncc1)N(Cc1ccccc1)Cc1nc2ccccc2c(=O)[nH]1 | -3
COCCCn1c(=S)[nH]c2c(sc3ccc([N+](=O)[O-])cc32)c1=O | -7
Cc1cccn2c(=O)c3cc(C(=O)N4COCC4(C)C)n(C)c3nc12 | -9
CCCC(=O)N(c1ccc2oc(=O)sc2c1)S(=O)(=O)c1cccs1 | -1
COc1cc(NC(=O)c2nn3c(c2Cl)NC(c2ccc(OC)c(OC)c2)CC3C(F)(F)F)cc([N+](=O)[O-])c1 (configuration not stated) | -3
O=C(CSc1nnc2c3ccccc3n(CCc3ccccc3)c2n1)OCN1C(=O)c2ccccc2C1=O | -28
O=C(CCCNS(=O)(=O)c1cccs1)N1CCN(c2cccc(Cl)c2)CC1 | -1
NC(=O)Cn1c(=O)oc2ccccc21 | -3&-5
CCOC(=O)CN1C(c2ccc(O)cc2)Nc2ccc(Br)cc2C1c1ccccc1 (configuration not stated) | -5
COc1ccccc1-c1c(C)nn2c(N3CCC4(CC3)OCCO4)cc(C)nc12 | -2
Cn1c(C(=O)NCc2cccnc2)cc2sc(Cl)cc21 | -7
Cc1cc(NC(=O)c2ccco2)nc2c1c(=O)oc1ccccc12 | -53
CC1=C(C(=O)Nc2ccccn2)C(c2ccc(N(C)C)cc2)C2=C(CC(C)(C)CC2=O)N1 (configuration not stated) | -4
Oc1ccccc1NCC(O)Cn1ccc2ccccc21 (configuration not stated) | -4
CN(C)c1ccc(-c2nc3cc(NC(=O)c4ccc(C(C)(C)C)cc4)ccc3o2)cc1 | -6
Cc1cc(=O)oc(C)c1C(=O)NCCCN1CCN(c2ccccc2F)CC1 | 3
CCCCNC(=O)c1c[nH]c2ccc(S(=O)(=O)Nc3ccc4c(c3)OCCO4)cc2c1=O | -44
COc1ccc2nc(NC(=O)c3cn(C4CCCC4)c(=O)c4c3c3ccccc3n4C)sc2c1 | 7

These rows are one share of the data; count on the stated rates, not on these rows.
